Luc counter: Counterscreen for Luciferase (Kinase-Glo TM) Inhibition | Kinase-Glo luciferase, ATP luminescence, 8 min | Potency, µM (top dose mostly 38.3 µM), without a hit: at the top dose activity change, negative = inhibition, most hits filed as inhibitors | 200,000 compounds, 0.28% hits; further: potency means the concentration at half of the fitted maximal effect; on the % scale 0 is the no-effect control and ±100 the full control effect; nearly all actives have a fitted effect of over 60% in size
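Light output from Kinase-Glo luciferase with luciferin and 10 uM ATP in 50 mM imidazole pH 7.2, KCl, MgCl2, Tween 20, BSA; compound pin-delivered, 8-min ambient incubation, then luminescence read.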
LMNA splice mod: qHTS Assay for Modulators of Lamin A Splicing. HeLa LMNA splicing GFP/RFP minigene ratio, 48 h. Potency, µM (highest dose often 46.1 µM), inactives show top-dose ratio change, negative = inhibition, hits mostly inhibitors. 200,000 compounds, 0.01% hits. AID 1487, 2009; active means well fitted inhibition curve with a large enough effect in the signal ratio, with a control signal flat, not every such curve was filed as active; inconclusive means small, poorly fitted or top-dose-only effect, or effect the other way, or a change in a side signal; the % refers to the signal ratio; further: potency means the concentration at half of the fitted maximal effect; on the % scale 0 is the no-effect control and ±100 the full control effect
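S3 HeLa stable clones carrying a lamin A-EGFP splicing minigene plus DsRed2 were seeded at 600 cells/well in Opti-MEM with 2% FBS, pin-dosed and incubated 48 h at 37°C. Acumen cytometry (488 nm) gave the GFP/RFP total-intensity ratio.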
Epigenetic reg: Quantitative High-Throughput Screen for Regulators of Epigenetic Control | AID 1865, 2009 | murine LDR cells, GFP reporter derepression, 30 h | Potency, µM (titrated, usually from 53.9 µM), for inactives: top-dose GFP activation, hits mostly activators | 280,000 compounds, 0.2% hits; further: potency means the concentration at half of the fitted maximal effect; % of control where 0% means no effect; nearly all actives have a fitted effect of over 60% in size
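Reporter derepression read as number of fluorescent GFP-positive objects, 20-120 um in size, counted by laser-scanning cytometer. Mouse LDR line with an epigenetically silenced CMV-GFP locus; compound incubation 30 h, 37 C.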
HTT aggregate: qHTS Multiplex Assay to Identify Dual Action Probes in a Cell Model of Huntington: Aggregate Formation (GFP); Potency, µM (highest dose often 46.1 µM), for inactives: at the top dose activity change, negative = inhibition, hits mostly inhibitors; 220,000 compounds, 1.1% hits; PC12 HttQ103-GFP aggregates, Acumen cytometry, 40 h; further: potency means the concentration at half of the fitted maximal effect; on the % scale 0 is the no-effect control and ±100 the full control effect; nearly all actives have a fitted effect of over 60% in size
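PC12 cells stably carrying ecdysone-inducible HTT exon 1 Q103–GFP were induced with tebufenozide (100 nM final) and treated with library compounds in titration. GFP aggregates in lysates were counted by laser scanning cytometry.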
CBFb-RUNX1 inh: qHTS Assay for Compounds Blocking the Interaction Between CBF-beta and RUNX1 for the Treatment of Acute Myeloid Leukemia. Runt-related transcription factor 1 (Homo sapiens) + Core-binding factor subunit beta …. AlphaScreen CBFb-His/RUNX1-biotin binding, biochemical. Potency, µM (doses to about 59.8 µM), without a hit: at the top dose activity, negative = inhibition, most hits filed as inhibitors. 230,000 tested, under 10 active. AID 1477, 2009; further: % of control where 0% means no effect
Target sequence (Q01196 whole entry, looked up): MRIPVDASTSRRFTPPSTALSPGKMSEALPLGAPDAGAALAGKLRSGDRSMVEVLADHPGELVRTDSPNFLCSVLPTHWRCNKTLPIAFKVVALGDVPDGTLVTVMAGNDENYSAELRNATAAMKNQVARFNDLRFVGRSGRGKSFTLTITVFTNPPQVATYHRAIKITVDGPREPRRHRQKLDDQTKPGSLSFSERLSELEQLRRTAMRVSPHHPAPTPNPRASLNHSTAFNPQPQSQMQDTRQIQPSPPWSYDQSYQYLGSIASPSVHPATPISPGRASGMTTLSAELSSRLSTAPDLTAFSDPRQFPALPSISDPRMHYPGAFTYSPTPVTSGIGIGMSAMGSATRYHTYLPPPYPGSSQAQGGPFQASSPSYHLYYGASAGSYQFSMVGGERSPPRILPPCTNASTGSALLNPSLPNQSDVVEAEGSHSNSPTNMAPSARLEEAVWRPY
Target sequence (Q13951 whole entry, looked up): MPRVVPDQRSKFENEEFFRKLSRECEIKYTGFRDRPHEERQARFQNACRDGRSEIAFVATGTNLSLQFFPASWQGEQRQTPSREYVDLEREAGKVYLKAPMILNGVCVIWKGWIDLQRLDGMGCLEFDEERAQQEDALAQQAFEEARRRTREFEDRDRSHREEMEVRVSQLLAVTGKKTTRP
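Bead-based AlphaScreen assay; binding partners His-tagged CBF-beta and biotinylated RUNX1 at 30 nM each. Compound exposure 15 min after a 20-min protein preincubation; bead step 90 min; all steps at room temperature.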
NPSR antagonist: qHTS Assay for Antagonists of the Neuropeptide S Receptor: cAMP Signal Transduction; CHO-NPSR cells, cAMP TR-FRET, antagonist mode; Potency, µM (titrated, usually from 38.3 µM), for inactives: at the highest dose activity change, negative = inhibition, usual class: inhibitors; 220,000 compounds, 1% hits; further: potency means the concentration at half of the fitted maximal effect; on the % scale 0 is the no-effect control and ±100 the full control effect; nearly all actives have a fitted effect of over 50% in size; many of its hits are not listed in these tables
Target sequence (Q6W5P4 whole entry, looked up): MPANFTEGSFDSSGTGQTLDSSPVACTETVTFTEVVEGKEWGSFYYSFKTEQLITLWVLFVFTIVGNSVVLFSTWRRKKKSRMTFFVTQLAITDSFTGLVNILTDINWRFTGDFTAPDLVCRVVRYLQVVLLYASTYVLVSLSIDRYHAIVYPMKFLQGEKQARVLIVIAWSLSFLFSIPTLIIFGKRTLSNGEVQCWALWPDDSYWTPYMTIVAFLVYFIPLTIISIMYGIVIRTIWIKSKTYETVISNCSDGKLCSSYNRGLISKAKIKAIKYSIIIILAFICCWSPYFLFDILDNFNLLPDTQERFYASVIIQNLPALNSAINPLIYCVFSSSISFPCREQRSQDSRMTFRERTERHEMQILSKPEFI
IMPase Li inh: qHTS Assay for Identifying the Cell-Membrane Permeable IMPase Inhibitors: Potentiation with Lithium; 210,000 compounds, 0.35% hits; Potency, µM (highest dose often 59.4 µM), inactives show at the top dose activity, negative = IMPase inhibition, actives largely listed as inhibitors; CHO-M1 cells, IP1 TR-FRET (IP-One), carbachol + lithium; AID 1457, 2008;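 further: IP1 builds up when IMPase is blocked and the TR-FRET signal falls; potency means the concentration at half of the fitted maximal effect; plate controls were basal vehicle for no effect and high inhibitor control for full effect; nearly all actives have a fitted effect of over 50% in size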
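Concentration–response in CHO-M1 cells, lithium-potentiated; 30 min at 37C. IP1 detected by competitive TR-FRET after 10 min lysis at RT. Hill-fitted AC50.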
* hit, by the source's call; & = joins results of further samples; [ ] = another dose, or the depositor's remark. Unless noted, the call rests on the fitted dose curve; in most records, active means well fitted curve in the direction sought with a large enough effect; inconclusive means small, poorly fitted or top-dose-only effect, or another doubt; inactive means no such curve, though single readings can be large; an effect the other way counts as inactive or inconclusive. Only part of the results is shown; rates above refer to the full screens.

`Nc1ccc2c(c1)OCCOCCOCCOCCOCCO2` gave Luc counter -1%, LMNA splice mod 25%[46 µM], Epigenetic reg 0.0%, HTT aggregate 16%, CBFb-RUNX1 inh -18%, NPSR antagonist 0% and IMPase Li inh 14%.
CCc1cc2c(=O)c(-c3nc4ccccc4n3C)c(C(C)C)oc2c(CN2CCN(C)CC2)c1O was read as Luc counter 1%, LMNA splice mod inconclusive, Epigenetic reg -1.0%, HTT aggregate inconclusive, CBFb-RUNX1 inh -2%, NPSR antagonist -2% and IMPase Li inh 8%.
Screening CC1(C)CC(=O)C2=C(C1)N(N1CCOCC1)C(N)=C(C#N)C2c1cccs1 (configuration not stated) returned Luc counter 2%, LMNA splice mod 4%, Epigenetic reg -1.2%, HTT aggregate -9%, CBFb-RUNX1 inh -3%, NPSR antagonist -3% and IMPase Li inh 3%.
For CCOC(=O)Cc1csc(NS(=O)(=O)c2ccc(SC)cc2)n1 the results were Luc counter 2%, LMNA splice mod 12%[46 µM], Epigenetic reg 2.0%, HTT aggregate -15%, CBFb-RUNX1 inh 12%, NPSR antagonist -2% and IMPase Li inh -3%.
`CCCC(=O)C1=C(O)C(C(=O)OC)C(C)(C)CC1=NCCc1ccc(OC)c(OC)c1` (configuration not stated) gave Luc counter 0%, Epigenetic reg -5.4%, HTT aggregate 1%[9.22 µM], CBFb-RUNX1 inh -8%, NPSR antagonist 34% and IMPase Li inh 1%.
`COc1ccc(/C=N/NC(=O)c2ccc(=O)[nH]n2)cc1OC` gave Luc counter 4%, LMNA splice mod 3%, Epigenetic reg 1.3%, HTT aggregate inconclusive, CBFb-RUNX1 inh 3%, NPSR antagonist 5%[46.1 µM] and IMPase Li inh 1%.
`CCOc1ccc(CCNS(=O)(=O)c2cccc3nsnc23)cc1OCC` gave Luc counter 6%, LMNA splice mod 4%, Epigenetic reg 0.0%, HTT aggregate 1%, CBFb-RUNX1 inh -6%, NPSR antagonist -11%[46.1 µM] and IMPase Li inh 4%[38.3 µM].
For CC(C)CN(C(=O)CN1CCc2ccccc21)c1c(N)n(CC(C)C)c(=O)[nH]c1=O the results were Luc counter -1%, LMNA splice mod -14%[46 µM], Epigenetic reg -7.9%, HTT aggregate 26%, CBFb-RUNX1 inh 10%, NPSR antagonist 3% and IMPase Li inh 4%.
Screening Cc1cc(C)nc(NC2=NCC(=O)N2c2ccc3c(c2)OCCO3)n1 returned Luc counter 5%, LMNA splice mod -1%, Epigenetic reg 0.6%, HTT aggregate 23%, CBFb-RUNX1 inh 1%, NPSR antagonist 1%[46.1 µM] and IMPase Li inh 25%[38.3 µM].
For CC(C)c1ccc(NC(=O)COC(=O)c2c[nH]c(=O)[nH]c2=O)cc1 the results were Luc counter -1%, LMNA splice mod -3%, Epigenetic reg 1.9%, HTT aggregate -5%, CBFb-RUNX1 inh 2%, NPSR antagonist 17% and IMPase Li inh -4%.
`Cc1ccc(S(=O)(=O)NC2(C(F)(F)F)C(=O)Nc3c2c(=O)n(C)c(=O)n3C)cc1` (configuration not stated) gave Luc counter 4%, LMNA splice mod 1%, Epigenetic reg 7.0%, HTT aggregate 2%[9.22 µM], CBFb-RUNX1 inh 9%, NPSR antagonist -4%[46.1 µM] and IMPase Li inh 19%[38.3 µM].
`CCOc1ccc(N=Nc2c(=O)[nH]n3c(=O)cc(C)[nH]c23)cc1` gave Luc counter inconclusive, LMNA splice mod 12%, Epigenetic reg 0.0%, HTT aggregate -3%, CBFb-RUNX1 inh -22%, NPSR antagonist -28%[46.1 µM] and IMPase Li inh 27%[38.3 µM].
Screening Cc1ccccc1NC(=O)C(c1ccccc1)C1CCCC1 (configuration not stated) returned Luc counter -2%, LMNA splice mod -9%, Epigenetic reg -2.2%, HTT aggregate -3%, CBFb-RUNX1 inh -3%, NPSR antagonist -6% and IMPase Li inh 20%.
Screening Cc1ccc(S(=O)(=O)CCC(=O)OCC(=O)c2ccc(C)c(C)c2)cc1 returned Luc counter 1%, LMNA splice mod 2%, Epigenetic reg 0.1%, HTT aggregate -9%, CBFb-RUNX1 inh 7%, NPSR antagonist 8% and IMPase Li inh -2%.
`COC(=O)Cc1cc(=O)n2[nH]c(C)nc2n1` gave Luc counter 3%, LMNA splice mod 9%, Epigenetic reg -1.1%, HTT aggregate -5%, CBFb-RUNX1 inh 3%, NPSR antagonist -15%[46.1 µM] and IMPase Li inh 21%[38.3 µM].
CCC(C(=O)Nc1ccccc1)c1ccccc1 (configuration not stated) was read as Luc counter 2%, LMNA splice mod -2%, Epigenetic reg 0.0%, HTT aggregate 8%, CBFb-RUNX1 inh 2%, NPSR antagonist 3% and IMPase Li inh -2%.
`CC(=O)N(C)c1ccc(NC(=O)C(Sc2ccccc2)c2ccccc2)cc1` (configuration not stated) gave Luc counter 0%, Epigenetic reg 1.5%, HTT aggregate 21%, CBFb-RUNX1 inh 10%, NPSR antagonist -49% and IMPase Li inh 11%.
Screening ClC(=C\c1ccccc1)/C=N/N1CCN(c2ccccn2)CC1 returned Luc counter -4%, LMNA splice mod -11%, Epigenetic reg 0.0%, HTT aggregate 4%, CBFb-RUNX1 inh 4%, NPSR antagonist -22%[46.1 µM] and IMPase Li inh 31%[38.3 µM].
Cc1ccccc1N=Cc1cc2c(cc1[N+](=O)[O-])OCO2 was read as Luc counter 0%, LMNA splice mod 11%, Epigenetic reg -1.8%, HTT aggregate -6%, CBFb-RUNX1 inh -2%, NPSR antagonist 6% and IMPase Li inh 5%.
`C/C(CC(=O)Nc1ccc(N(C)C)cc1)=N\NC(=O)c1cnccn1` gave Luc counter 0%, LMNA splice mod -8%, Epigenetic reg -1.0%, HTT aggregate -4%, CBFb-RUNX1 inh -26%, NPSR antagonist 0% and IMPase Li inh 8%.
Cc1cc(NC(=O)CCC(=O)N(c2ccccc2)C(C(=O)NCC2CCCO2)c2cccnc2)no1 (configuration not stated) was read as Luc counter -3%, LMNA splice mod 9%, Epigenetic reg 1.0%, HTT aggregate 23%, CBFb-RUNX1 inh 3%, NPSR antagonist -12%[46.1 µM] and IMPase Li inh 15%[38.3 µM].
`CCNC(=S)N(CCc1c(C)[nH]c2ccc(C)cc12)Cc1ccco1` gave Luc counter 1%, LMNA splice mod inconclusive, Epigenetic reg -1.7%, HTT aggregate 2%, CBFb-RUNX1 inh -3%[2.36 µM], NPSR antagonist -22% and IMPase Li inh 19%.
For O=C1CSC(c2cccc([N+](=O)[O-])c2)N1CCN1CCCCC1 (configuration not stated) the results were Luc counter 3%, LMNA splice mod 13%[46 µM], Epigenetic reg -4.2%, HTT aggregate 8%[9.22 µM], CBFb-RUNX1 inh 0%, NPSR antagonist 18% and IMPase Li inh 8%.
For COC(=O)Cc1c(C)nc2nc(-c3ccc(C)cc3)[nH]n2c1=O the results were Luc counter -2%, LMNA splice mod 5%, Epigenetic reg 0.0%&7.0%, HTT aggregate 11%[9.22 µM], CBFb-RUNX1 inh -1%, NPSR antagonist -6%[46.1 µM] and IMPase Li inh 23%[38.3 µM].

The last 2 records of the part above lead into the next:
For O=C1CSC(c2cccc([N+](=O)[O-])c2)N1CCN1CCCCC1 (configuration not stated) the results were Luc counter 3%, LMNA splice mod 13%[46 µM], Epigenetic reg -4.2%, HTT aggregate 8%[9.22 µM], CBFb-RUNX1 inh 0%, NPSR antagonist 18% and IMPase Li inh 8%.
For COC(=O)Cc1c(C)nc2nc(-c3ccc(C)cc3)[nH]n2c1=O the results were Luc counter -2%, LMNA splice mod 5%, Epigenetic reg 0.0%&7.0%, HTT aggregate 11%[9.22 µM], CBFb-RUNX1 inh -1%, NPSR antagonist -6%[46.1 µM] and IMPase Li inh 23%[38.3 µM].
CCOC(=O)C1CCCN(c2c(N3CCN(c4ccccn4)CC3)c(=O)c2=O)C1 (configuration not stated) was read as Luc counter 2%, LMNA splice mod 4%, Epigenetic reg 0.0%, HTT aggregate -18%, CBFb-RUNX1 inh 4%, NPSR antagonist -4%[46.1 µM] and IMPase Li inh 6%[38.3 µM].
Screening Cc1ccc(NC(=O)C2CCCN2S(=O)(=O)c2cccc3cccnc23)cc1F (configuration not stated) returned Luc counter 4%, LMNA splice mod inconclusive, Epigenetic reg -1.0%, HTT aggregate 14%, CBFb-RUNX1 inh 5%, NPSR antagonist -11% and IMPase Li inh 23%.
For CCCc1cc(C(=O)OC)c2ccccc2n1 the results were Luc counter -1%, LMNA splice mod -3%, Epigenetic reg -3.1%, HTT aggregate 0%, CBFb-RUNX1 inh 2%, NPSR antagonist 8% and IMPase Li inh -1%.
Screening Cc1c(C(=O)OCC(=O)N2CC(=O)Nc3ccccc32)oc2ccc(Br)cc12 returned Luc counter -4%, LMNA splice mod -5%, Epigenetic reg 2.4%, HTT aggregate 18%, CBFb-RUNX1 inh 4%, NPSR antagonist -10%[46.1 µM] and IMPase Li inh -21%[38.3 µM].
`O=C(CN(c1ccc(Cl)cc1)S(=O)(=O)c1ccc(Cl)c([N+](=O)[O-])c1)NCCc1ccc(F)cc1` gave Luc counter 0%, LMNA splice mod inconclusive, Epigenetic reg 2.4%, HTT aggregate -7%, CBFb-RUNX1 inh 10%, NPSR antagonist -43% and IMPase Li inh 18%.
`CCOC(=O)Cc1nn[nH]n1` gave Luc counter 2%, LMNA splice mod -4%[46 µM], Epigenetic reg -3.4%, HTT aggregate 7%, CBFb-RUNX1 inh 5%, NPSR antagonist 5% and IMPase Li inh 7%.
For Cc1cc(/C=C2\C(=O)NN(c3ccccc3)C2=O)c(C)n1-c1ccccc1O the results were Epigenetic reg 0.0%, HTT aggregate -17%[9.22 µM], CBFb-RUNX1 inh inconclusive and NPSR antagonist -23%.
CCN(CC)c1nc(Nc2ccc(Cl)cc2)nc(OCC#N)n1 was read as Luc counter -6%, LMNA splice mod 13%, Epigenetic reg 1.3%, HTT aggregate 4%, CBFb-RUNX1 inh 4%, NPSR antagonist inconclusive and IMPase Li inh 26%[38.3 µM].
Screening CC(=O)SCC(=O)N=c1sc2cc(F)ccc2n1C returned Luc counter 1%, LMNA splice mod -8%, Epigenetic reg -1.1%, HTT aggregate 11%, CBFb-RUNX1 inh 8%, NPSR antagonist -18%[46.1 µM] and IMPase Li inh 5%[38.3 µM].

Compound activity from PubChem.
